# RECQ1 inh = RECQ1 (human) helicase inhibition; P46063; RECQ1 DNA unwinding, red fluorescence kinetic read; Potency, µM (series often up to 57.3 µM), without a hit: at the top dose activity, negative = inhibition, usual class: inhibitors; 0.54% of 240,000 active; AID 2549;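 also: plate controls were vehicle for no effect and no enzyme for full effect; nearly all actives have a fitted effect of over 30% in size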
#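 RECQ1T1 50 nM; forked duplex (20 bp + 30-nt ss tails) 200 nM, ATP 2 mM final; pH 8.0, 2 mM MgCl2, 2.5 ug/ml poly(dI-dC); 15 min compound preincubation; discontinuous kinetic read over 2 h at RT.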
# L3MBTL1 inh = L3MBTL1 (human) inhibition. AlphaScreen L3MBTL1–H3K9me1 peptide binding. Potency, µM (titrated, usually from 57.1 µM), for inactives: top-dose activity, negative = inhibition, usual class: inhibitors. 0.66% of 230,000 active. AID 485360; also: nearly all actives have a fitted effect of over 60% in size
#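 Displacement of a biotinylated histone H3(1-15) peptide monomethylated at Lys9 (75 nM) from L3MBTL1 (50 nM) was measured by AlphaScreen after a 30 min room-temperature compound incubation; cefsulodin titration served as intraplate control.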
# GAA glycogen = alters human alpha-glucosidase cleavage of glycogen. 0.38% of 300,000 active. Potency, µM (series often up to 76.4 µM), inactives show at the top dose activity change, negative = inhibition, most hits filed as inhibitors. AID 2100. P10253. recombinant GAA, glycogen substrate, Amplex Red glucose oxidase fluorescence;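 also: 0% = full enzyme reaction and -100% = no-enzyme basal signal; the screen sought inhibitors and activators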
#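 Recombinant human enzyme (4 nM); glycogen substrate; 37 C, 40 min, pH 5.0. Readout: coupled glucose oxidase/Amplex Red fluorescence.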
# TRb-SRC2 inh = TRbeta-SRC2 interaction inhibition. Potency, µM (titrated, usually from 106 µM), for the others: top-dose activity change, negative = inhibition, usual class: inhibitors. P10828. AID 1469. TRbeta-SRC2 peptide binding, fluorescence polarization; receptor liganded with 1 µM T3. 0.065% of 280,000 active;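 also: plate controls were bound peptide for no effect and peptide without receptor for full effect; nearly all actives have a fitted effect of over 50% in size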
# Target sequence (P10828 whole entry, looked up): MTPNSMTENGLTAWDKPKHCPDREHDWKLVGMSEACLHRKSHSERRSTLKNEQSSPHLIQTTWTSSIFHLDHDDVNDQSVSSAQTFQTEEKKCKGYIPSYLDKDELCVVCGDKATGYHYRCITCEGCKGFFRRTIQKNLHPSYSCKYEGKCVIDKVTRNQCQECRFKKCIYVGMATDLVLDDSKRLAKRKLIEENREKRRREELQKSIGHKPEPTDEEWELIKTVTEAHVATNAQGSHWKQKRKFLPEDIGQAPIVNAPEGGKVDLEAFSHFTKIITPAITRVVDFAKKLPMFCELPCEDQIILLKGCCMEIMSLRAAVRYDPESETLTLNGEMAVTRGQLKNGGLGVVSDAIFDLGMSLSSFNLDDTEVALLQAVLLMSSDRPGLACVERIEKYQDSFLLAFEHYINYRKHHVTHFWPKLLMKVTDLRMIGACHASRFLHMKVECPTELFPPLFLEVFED
#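 TRb LBD 0.6 uM + Texas Red SRC2 peptide 20 nM, 1 uM T3, Tris buffer w/ 5% DMSO; compound pinned, 5 h RT; FP read ex 555/em 632; normalized to unbound and bound controls.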
# TexasRed fluor = alters Texas Red total fluorescence, flagging assay interference | TRb/SRC2 Texas Red total fluorescence interference | Potency, µM (titrated, usually from 106 µM), inactives show at the highest dose fluorescence change, negative = quenching | 0.29% of 280,000 active; active = well fitted curve in either direction with a large enough effect; inconclusive = small, poorly fitted or top-dose-only effect
#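 Human TRβ ligand-binding domain (0.6 uM) and Texas Red SRC2 peptide (20 nM) in Tris buffer with 1 uM T3 and 5% DMSO were incubated with pinned compound for 5 hr at ambient temperature. Total fluorescence was computed as S + 2P (555/632 nm).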
# RGS12 GoLoco inh = inhibitors of human Gai1-RGS12 GoLoco interaction (red fluorophore); 0.44% of 230,000 active; Potency, µM (top dose mostly 61.6 µM), inactives show at the highest dose activity, negative = inhibition, hits mostly inhibitors; AID 880; Gai1:RGS12 GoLoco peptide FP, rhodamine, 10 min; P63096; active = well fitted inhibition curve with a large enough effect, not every such curve was filed as active; inactive = no such curve, though single readings can be large or run the other way; also: nearly all actives have a fitted effect of over 30% in size; many of its hits are not listed in these tables
# Target sequence (P63096 whole entry, looked up): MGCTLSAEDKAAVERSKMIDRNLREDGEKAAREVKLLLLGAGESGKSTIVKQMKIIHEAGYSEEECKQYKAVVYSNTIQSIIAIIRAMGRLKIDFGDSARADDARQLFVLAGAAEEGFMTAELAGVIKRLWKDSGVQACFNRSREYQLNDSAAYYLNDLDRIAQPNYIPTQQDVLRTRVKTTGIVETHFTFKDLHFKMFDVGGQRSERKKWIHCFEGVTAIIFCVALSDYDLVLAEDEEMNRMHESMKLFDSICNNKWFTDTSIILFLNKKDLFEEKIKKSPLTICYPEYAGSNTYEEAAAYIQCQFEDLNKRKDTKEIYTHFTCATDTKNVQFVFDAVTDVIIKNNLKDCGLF
# aGlu spleen mod = lysosomal alpha-glucosidase (human) modulation; P10253; human spleen homogenate, 4-MU-alpha-glucoside fluorescence; Potency, µM (series often up to 79.9 µM), for inactives: at the highest dose activity change, negative = inhibition, actives largely listed as inhibitors; 0.006% of 240,000 active; AID 2112;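 also: 0% = enzyme with vehicle and -100% = no enzyme basal signal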
#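 AC50 values come from Hill-equation fits of concentration-response data, normalized to no-enzyme and full-activity controls. Enzyme source: 1 ug human spleen homogenate; 1 mM fluorogenic 4-MU glucoside, pH 5.0 citrate buffer, 37 C, 40 min.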
# GAA inhib = inhibitors of human lysosomal alpha-glucosidase; purified human GAA, 4-MU-alpha-glucoside fluorescence; Potency, µM (series often up to 76.9 µM), without a hit: at the top dose activity change, negative = inhibition, hits mostly inhibitors; 0.005% of 200,000 active; AID 1466;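 also: plate controls were uninhibited enzyme wells for no effect and no-enzyme background for full effect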
#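 Endpoint fluorogenic read: 20 min room-temperature reaction of 4 nM human alpha-glucosidase with 400 uM 4-methylumbelliferyl-alpha-D-pyranoside, pH 5.0, quenched with 1M NaOH/1M glycine pH 10. AC50 from Hill modeling.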
# * marks the source's active call; other numbers are inactive results; i = inactive; ? = inconclusive; nt = not tested or not shown; [ ] = dose if it differs, or a comment. Unless noted, calls follow the shape of the dose curve; as a rule, active = well fitted curve in the direction sought with a large enough effect; inconclusive = small, poorly fitted or top-dose-only effect, or another doubt; inactive = no such curve, though single readings can be large; an effect the other way counts as inactive or inconclusive. Unless noted, % is scaled to controls: 0 for no effect and ±100 for the full control effect; potency is read from the fitted curve at half-maximal effect. The list is partial; the hit share may differ from the screen's.
SMILES,RECQ1 inh,L3MBTL1 inh,GAA glycogen,TRb-SRC2 inh,TexasRed fluor,RGS12 GoLoco inh,aGlu spleen mod,GAA inhib
O=C(CSc1nnnn1-c1cccc2c1CCCC2)N1CCOCC1,7%,-8%,-5%,-11%,-1%,-12%,3%,9%
O=Cc1cccn1-c1ccccc1,i,nt,5%,1%,0%,4%,-1%,nt
CCCSc1nc2c3c(sc2c(=O)[nH]1)CC(C)(CC)OC3 (centres undefined),i,-3%[11.4 µM],?,7%,-2%,13%,-7%,3%
CCN(CC)CCOCCOC(=O)C(CC)(CC)c1ccccc1,i,14%,3%,7%,1%,3%,3%,nt
O=C(CS(=O)(=O)Cc1ccccc1)NCc1ccco1,i,-2%,-5%,6%,-1%,14%,-9%,6%
C=CCN1C(=Nc2ccccc2)SC/C1=C\C(=O)OC,-18%,-1%,-10%,-10%,-1%,-2%,4%,-7%
CCOC(=O)CCCCC(=O)NC(CO)C(=O)NC (centres undefined),9%,2%,4%,0%,-7%,5%,-7%,-7%
NNC(=O)c1cccc(O)c1,-3%,3%,-5%,5%,4%,14%,-2%,1%
Cc1cc(C)cc(NC(=O)N(CCC#N)Cc2cccs2)c1,-6%,2%,8%,-3%,-8%,2%,2%,nt
COc1ccc(-n2c(C)cc(-c3csc(NC(=O)c4ccc(S(=O)(=O)N(C)C)cc4)n3)c2C)cc1,-5%,6%,0%,-6%,1%,25%,-9%,-4%
Cc1ccc(-c2cc(C(=O)Nc3c(C)n(C)n(-c4ccccc4)c3=O)no2)cc1,i,1%,-1%,-6%,-1%,5%,2%,5%
O=C(COC(=O)CCSc1ccccc1)NCc1ccc(F)cc1,-5%,nt,-10%,-5%,-2%,-1%,2%,-4%
O=S(=O)(c1ccccc1)c1nc(-c2ccco2)oc1Nc1ccccc1,-4%,-14%,6%,1%,-1%,12%,4%,-2%
N#Cc1cccc(NC(=O)COC(=O)c2ccccc2Sc2ccccc2C#N)c1,-6%,10%,16%,3%,0%,nt,-15%,-9%
N#Cc1ccc(Cl)cc1NC(=O)COC(=O)c1ccc2c(c1)OCCO2,i,nt,1%,-12%,-2%,8%,-1%,-3%

# 6 compounds from above, reduced to GAA glycogen, TRb-SRC2 inh and RECQ1 inh.
mol	GAA glycogen	TRb-SRC2 inh	RECQ1 inh
O=C(CSc1nnnn1-c1cccc2c1CCCC2)N1CCOCC1	-5%	-11%	7%
O=Cc1cccn1-c1ccccc1	5%	1%	i
CCCSc1nc2c3c(sc2c(=O)[nH]1)CC(C)(CC)OC3 (centres undefined)	?	7%	i
CCN(CC)CCOCCOC(=O)C(CC)(CC)c1ccccc1	3%	7%	i
O=C(CS(=O)(=O)Cc1ccccc1)NCc1ccco1	-5%	6%	i
C=CCN1C(=Nc2ccccc2)SC/C1=C\C(=O)OC	-10%	-10%	-18%

# Some values from above.
# NNC(=O)c1cccc(O)c1 in GAA inhib → 1%
# O=C(CS(=O)(=O)Cc1ccccc1)NCc1ccco1 in GAA glycogen → -5%

# (continued)
SMILES,RECQ1 inh,L3MBTL1 inh,GAA glycogen,TRb-SRC2 inh,TexasRed fluor,RGS12 GoLoco inh,aGlu spleen mod,GAA inhib
C/C=C\C=C\C(=O)Nc1cccc(C2=NOC3(C2)C[C@@H](C(N)=O)N(C(=O)C(c2ccccc2)c2ccccc2)C3)c1 (some centres undefined),-16%,nt,-1%,-10%,0%,-26%,-2%,nt
Cc1ccc(-n2cc[nH]c2=S)cc1C,5%,-4%,-9%,-5%,-1%,-1%,-4%,13%
COc1cccc(Cn2cc(C(=O)NCCN(C)C)nn2)c1,19%,7%,0%,-6%,-12%,26%,-15%,0%
CC1(C)CC(=O)C(C(=S)Nc2ccc(F)cc2)=C(NCCN2CCOCC2)C1,-9%,12%,7%,-4%,?,25%,-11%,?
Cc1ccc(/C=C/C(=O)Nc2nnc(SCc3ccc(C#N)cc3)s2)o1,-3%,5%,-3%,2%,0%,-6%,1%,-4%
COCCOc1cc(N(CC(=O)N(C)C)S(=O)(=O)c2ccccc2)c(Cl)cc1Cl,i,1%,0%,-9%,-2%,3%,1%,-12%
Cc1nc2ccc(NC(=S)N3CCCC3)cc2nc1C,19%,7%,-8%,3%,-3%,8%,4%,8%
CC(C)CCOc1ccc(/C=C2\CCn3c2nc2cc(C(=O)O)ccc2c3=O)cc1,i,3%,21%,1%,1%,28%,4%,6%
O=C(CCS(=O)(=O)c1ccccc1)N1CCOCC1,-6%,13%,-5%,5%,-2%,3%,1%,5%
CN1C(=O)CC(C(=O)Nc2ccccc2F)SC1=Nc1ccc2c(c1)OCO2 (centres undefined),i,6%,-15%,4%,-4%,12%,0%,-7%
CCOC(=O)C1C2C=CC3(CN(Cc4ccccc4)C(=O)C13)O2 (centres undefined),-12%,nt,7%,2%,-7%,4%,3%,-3%
CCN1C(=O)C(CC(=O)Nc2ccc(OC)cc2)N(Cc2cccs2)C1=S (centres undefined),-11%,6%,-25%,-2%,0%,9%,-5%,-4%
Cc1cc(=O)oc2cc(OCc3cc4c(cc3Cl)OCO4)ccc12,-10%,5%,9%,7%,1%,-6%,-6%,2%
COc1cc(-c2nc(-c3ccncc3)no2)cc(OC)c1OC,-2%,8%[11.4 µM],0%,-9%,-2%,9%,-4%,-5%
Cc1ccc(O)c(CNc2ccccn2)c1,-2%,2%,-3%,1%,-4%,5%,-6%,-6%
Cc1cc(=O)oc2cc(NC(=O)[C@H](CCCCN)NC(=O)[C@H](CC3CCCCC3)NC(=O)OCC3c4ccccc4-c4ccccc43)ccc12,?,nt,nt,2%,-3%,nt,3%,nt
O=C(Nc1ncc2c(n1)-c1ccccc1OC2)c1ccc(F)cc1,-14%,9%,0%,1%,-2%,5%,8%,8%
COC(=O)c1cc(S(=O)(=O)Nc2nn(C)c3ccccc23)oc1C,-6%,9%,5%,0%,0%,1%,-18%,0%
Cc1ccc(OCc2cn3cccnc3n2)cc1,7%,10%,4%,6%,0%,29%,-2%,4%
CCC1S/C(=N\S(=O)(=O)c2cccs2)N(C2CCCCC2)C1=O (centres undefined),-12%,nt,-12%,-1%,-1%,-24%,14%,4%
CN(Cc1ccccc1)C(=O)CCCn1c(=O)[nH]c2cc(Cl)ccc2c1=O,-4%,nt,4%,-2%,0%,10%,-1%,?
CCN1CCN(c2cc(C)c3cc(NC(=S)NCc4cccs4)ccc3n2)CC1,i,nt,-4%,3%,-1%,2%,-6%,-7%
Cn1c(O)c(C2=c3ccccc3=NC2=O)sc1=Nc1ccc(Cl)cc1,18%,-1%,4%,0%,-5%,2%,4%,0%
Cc1ccc(NC(=O)CSc2nnc(C)c(=O)[nH]2)cc1C,i,nt,-9%,-3%,3%,7%,3%,5%
CCOc1ccc(NC(=O)CN2C(=O)S/C(=C/c3cccn3C)C2=O)cc1,-13%,13%,18%,3%,-1%,18%,1%,3%
Cc1cc(CNC(=O)c2cccc([N+](=O)[O-])c2C)c2ccccc2n1,-7%,8%,2%,-4%,0%,3%,-3%,8%
COc1ccc2c(c1)CC/C(=C\c1ccc(C)o1)C2=O,-4%,nt,0%,1%,-1%,6%,0%,nt
Cc1c(NC(=O)C2Cc3ccccc3CN2C(=O)c2ccco2)c(=O)n(-c2ccccc2)n1C (centres undefined),-11%,-1%,-13%,-3%,0%,-6%,9%,-3%
CC(C)(C)c1ccc(S(=O)(=O)N2CCC(CO)(CC3CCCCO3)CC2)cc1 (centres undefined),-6%,-6%,-3%,1%,-1%,10%,3%,?
N/C(Cc1ccc([N+](=O)[O-])cc1)=N\OC(=O)CC1CCCCC1,-7%,3%,11%,5%[53 µM],1%[53 µM],-1%,-3%,0%
Cc1ccc(S(=O)(=O)N2CCN(CC(=O)Nc3ccc(N4CCOCC4)cc3)CC2)cc1C,-8%,-14%,8%,1%,0%,-16%,0%,?
CC(C)NC(=O)CSc1nc(N)c(NC(=O)c2ccccc2F)c(=O)[nH]1,0%,5%,7%,1%,-1%,2%,-4%,-10%
CC(C)OCC1CC(CC(=O)NC(=S)Nc2cccc([N+](=O)[O-])c2)C(=O)O1 (centres undefined),i,6%,-6%,-4%,-2%,-11%,-3%,1%
COc1ccc(N2CC(C(=O)N/N=C/c3cccs3)CC2=O)cc1 (centres undefined),-12%,nt,-2%,-4%,-5%,2%,-8%,5%
COc1ccc(-n2c(C)nc3c(cnn3-c3ccc(Cl)cc3)c2=O)cc1,-9%,8%,-2%,6%,-2%,2%,2%,-6%
CN(C)S(=O)(=O)N1CCN(C(=O)c2cccc(Br)c2)CC1,-2%,nt,0%,0%,-2%,4%,-5%,2%
O=C(NCc1ccccc1)C(=O)NCC1COc2ccccc2O1 (centres undefined),-2%,9%,3%,-9%,-2%,7%,1%,3%
COc1ccccc1Nc1nc(N)nc(CN2CCN(Cc3ccccc3)CC2)n1,-1%,?,-3%,-13%,-2%,5%,1%,9%
CCn1cc(C(=O)N(CCC(C)C)c2c(N)n(Cc3ccccc3)c(=O)[nH]c2=O)c(=O)c2ccc(C)nc21,-4%,3%,5%,7%,1%,3%,8%,-6%
O=C(Nc1ccccc1C(F)(F)F)c1cc(-c2ccc(O)cc2)on1,-9%,8%,-5%,7%,1%,6%,2%,-4%
OC1(CNCc2cn[nH]c2-c2cc3ccccc3o2)CCCCC1,i,-3%,-3%,5%,0%,-3%,4%,3%
O=C1CNC(=O)/C(=C/c2cccs2)N1,-1%,-13%,28%,-3%,-2%,14%,2%,-7%
O=c1c2cc([N+](=O)[O-])ccc2nc(CN2CCN(c3ccccn3)CC2)n1-c1ccccc1F,-11%,nt,4%,-3%,-2%,1%,-4%,-12%
COc1cc(/C=N/NC(=O)c2cccc([N+](=O)[O-])c2)ccc1O,-5%,0%,?,-2%,-4%,5%,1%,0%
COc1ccc2nc(/N=C/c3c(C)[nH]n(-c4ccc(C)cc4)c3=O)sc2c1,-5%,-14%,-6%,6%,8%,-1%,-2%,0%

# Screening data (PubChem BioAssay)
